# Assay outcomes from PubChem BioAssay.
# SW480 rerep: DNA re-replication induction in SW480 cells. SW480 DNA re-replication, Hoechst DNA content imaging, 48 h. Potency, µM (highest dose often 46.1 µM), for the others: at the highest dose re-replication activation, usual class: activators. 1.8% of 340,000 active; note: potency is the fitted concentration of half-maximal effect; % of control where 0% means no effect; nearly all actives have a fitted effect of over 55% in size
#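 250 cells/well; 23 nL cpd via pin tool; 48 hr, 37 C, 5% CO2; Hoechst 40 min; imager read of total nuclear intensity, ex 405/em 500-530 nm.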
# HT1080 IDH1KD tx: kills HT-1080 cells with IDH1 knockdown. HT-1080 IDH1 knockdown viability, ATP luminescence, 48 h. Potency, µM (highest dose often 46.1 µM), for inactives: top-dose activity, negative = toxicity, usual class: cytotoxic. 2% of 360,000 active;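 note: potency is the fitted concentration of half-maximal effect; 0% = DMSO wells and -100% = cell-free medium wells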
#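 Viability of IDH1-knockdown HT-1080 fibrosarcoma cells was assessed by CellTiter-Glo after 48 h at 37 °C with titrated compound; concentration-effect curves were classified by fit quality and response size.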
# HT1080NT lethal: kills 2HG-producing HT-1080-NT fibrosarcoma cells; HT-1080-NT fibrosarcoma viability, CellTiter-Glo ATP luminescence, 48 h; Potency, µM (highest dose often 46.1 µM), inactives show at the top dose activity, negative = less viability, hits mostly cytotoxic; 1.6% of 360,000 active;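 note: NT is the 2HG producing partner of a matched IDH1 knockdown line; potency is the fitted concentration of half-maximal effect; 0% = DMSO-treated cells and -100% = media-only wells without cells; nearly all actives have a fitted effect of over 55% in size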
#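 Luminescent CellTiter-Glo readout after 48 hours of compound exposure at 37 degrees C defined viability of HT-1080-NT cells. Activity was normalized to DMSO wells and cell-free media wells; concentration-response curves were fitted and assigned curve classes.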
# KB-V1 cytotox: kills drug-selected multidrug resistant KB-V1 cells. KB-V1 MDR cells viability, CellTiter-Glo, 72 h. Potency, µM (titrated, usually from 46.1 µM), for inactives: top-dose activity change, negative = cytotoxicity, most hits filed as cytotoxic. 3.4% of 400,000 active. AID 1347076; note: potency is the fitted concentration of half-maximal effect; % is set by controls: 0 for no effect and ±100 for the full control effect; nearly all actives have a fitted effect of over 60% in size
#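 Following 72 h at 37 degrees C with compound, KB-V1 cell viability was read by CellTiter-Glo luminescence, medium being phenol-red-free DMEM plus 10% FBS; concentration-response parameters came from normalized, curve-fitted qHTS data.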
# S2 tox: viability counter-screen for ATXN expression inhibitors; S2 cells (HEK-293 line with an ATXN2-luciferase reporter) viability, CellTiter-Fluor protease fluorescence, 24 h; Potency, µM (series often up to 56.7 µM), most hits filed as cytotoxic; 0.49% of 400,000 active; AID 651635; note: potency is the fitted concentration of half-maximal effect; nearly all actives have a fitted effect of over 40% in size
# IL1B secr inh: blocks inflammasome-driven IL-1 beta release; THP-1 LPS/ATP IL-1B secretion, AlphaLISA, 16 h; stronger effect = lower value; activity change, % at 57.5 µM; 4.7% of 360,000 active; in the data active = activity change below about -50%; inconclusive = mostly about -30% to -49%; note: % is set by controls: 0 for no effect and ±100 for the full control effect
#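 Secreted IL-1B measured by AlphaLISA bead assay after 16 h compound exposure of THP-1 cells; compounds (final up to 57.5 uM) added 1 h before LPS (250 ng/mL) and ATP (1.25 mM) stimulation; lower signal means less secretion.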
# MCF10A rerep: induces DNA re-replication in MCF 10a normal breast cells; AID 624296; Potency, µM (doses to about 46.1 µM), inactives show at the top dose activity, positive = re-replication, hits mostly activators; 2.9% of 350,000 active; MCF 10A DNA re-replication, Hoechst nuclear intensity, 48 h; note: potency is the fitted concentration of half-maximal effect; % of control where 0% means no effect; nearly all actives have a fitted effect of over 50% in size
# KB-3-1 tox: KB-3-1 parental cell cytotoxicity. KB-3-1 viability, CellTiter-Glo ATP luminescence, 72 h. Potency, µM (top dose mostly 46.1 µM), without a hit: at the highest dose activity change, negative = cytotoxic, most hits filed as cytotoxic. 1.4% of 400,000 active; note: potency is the fitted concentration of half-maximal effect; % is set by controls: 0 for no effect and ±100 for the full control effect; nearly all actives have a fitted effect of over 60% in size
#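 Cytotoxicity in the drug-sensitive parental line KB-3-1 was scored as loss of CellTiter-Glo luminescence following 72 h incubation with compound. Values come from curve fitting of normalized concentration-response data.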
# ATXN2 expr inh: ATXN2 expression inhibition; HEK-293 ATXN2-luciferase reporter, luminescence, 24 h; Potency, µM (series often up to 57 µM), for the others: at the highest dose activity change, negative = inhibition, usual class: inhibitors; 0.72% of 360,000 active; note: potency is the fitted concentration of half-maximal effect; % is set by controls: 0 for no effect and ±100 for the full control effect; nearly all actives have a fitted effect of over 55% in size
#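 qHTS (up to 57 uM final) was run with 24 h compound exposure of reporter cells at 37 °C. Each well was multiplexed: SteadyGlo luminescence measured ATXN2-luciferase expression after a fluorogenic Gly-Phe-AFC viability readout (25 uM final).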
# Active calls of the source: *; i = inactive; ? = inconclusive; / = no result given; [ ] = remark or other dose. Unless noted, calls come from the whole dose curve; as a rule, active = well fitted curve in the direction sought with a large enough effect; inconclusive = small, poorly fitted or top-dose-only effect, or another doubt; inactive = no such curve, though single readings can be large; an effect the other way counts as inactive or inconclusive.
SMILES,SW480 rerep,HT1080 IDH1KD tx,HT1080NT lethal,KB-V1 cytotox,S2 tox,IL1B secr inh,MCF10A rerep,KB-3-1 tox,ATXN2 expr inh
O=C1CCCC1C(=O)Nc1ccc2ccccc2c1 (stereo not given),-6%,2%,3%,-1%,i,?,1%,2%,/
COc1cccc(N2CCN(S(=O)(=O)c3ccc4c(c3)NC(=O)C(C)C(=O)N4)CC2)c1 (stereo not given),4%,-2%,1%,-3%,i,62,2%,-19%,-14%
CCOC(=O)c1ccc(NC(=S)N2CCN(CCNC3=CC(=O)CC(C)(C)C3)CC2)cc1,-1%,-7%,-4%,2%,i,-15,-14%,-5%,-15%
O=C(Cc1cccs1)NCc1cccc(Br)c1,11%,0%,-3%,8%,i,-4,-2%,-15%,34%
CC(C)CCNC(=O)Nc1ccc2c(c1)N(C)C(=O)c1ccccc1S2,/,/,/,1%,35µM*,/,/,?,?
COc1ccc(NC(=O)C2CCN(S(=O)(=O)c3cccc4cccnc34)CC2)cc1,-3%,-3%,0%,?,i,0,-2%,-5%,-10%
COc1ccc(S(=O)(=O)NCC2CCC(C(=O)NCCCN3CCCC3=O)CC2)cc1 (stereo not given),-36%[inhibitor],-3%,-5%,?,i,-12,1%,-6%,-6%
CCCOC(=O)C1=C(C)OC23OC(N)=C(C#N)C12C(=O)c1ccccc13 (stereo not given),0%,0%,-2%,5%,i,45,?,-2%,16%
Cc1nc2ccc(NC3=NCCCCC3)cc2s1,-20%,-14%,-8%,-10%,i,-17,2%,3%,-6%
COc1ccc(CNC(=O)N2CCN(S(=O)(=O)c3ccccc3F)CC2)cc1,-1%,11%,13%,0%,i,-12,1%,4%,6%
CC(C)(C)c1ccc(C(=O)Nc2sc3c(c2C(=O)O)CCC3)cc1,-4%,?,-29%,?,i,17,21µM*,3.3µM*,-23%
O=C(CCN1C(=O)/C(=C/c2ccccc2Cl)SC1=S)NC1C=CS(=O)(=O)C1 (stereo not given),?,-1%,-4%,12%,?,-63*,15µM*,4%,/
CC1(C(=O)O)Oc2cccnc2NC1=O (stereo not given),2%,8%,10%,17%,i,20,5%,6%,13%
Oc1ccc(CN2CCCCC2)nc1-c1ccccc1,-12%,13%,17%,-1%,i,1,1%,-3%,-4%
Cc1ccc2cc(C=O)c(Cl)nc2c1,10%,-2%,-1%,8%,i,2,-7%,-6%,/
CCOC(=O)C1(Cc2ccc(Cl)cc2)CCN(CCCn2cccn2)CC1,10%,-11%,-18%,-2%,i,-58*,15%,-5%,-19%
Cc1ccc(C2SCC(=O)N2Cc2cn3ccsc3n2)o1 (stereo not given),-4%,7%,?,1%,i,?,5%,-3%,7%
COc1ccc(Cl)cc1NC(=O)CN(C(=O)c1ccco1)C1CCCCC1,-4%,-5%,-5%,0%,i,?,7%,-3%,-6%
O=C(c1ccc(F)c(S(=O)(=O)N2CCOCC2)c1)N(CCc1ccccc1)Cc1ccccc1,-1%,-3%,-1%,?,i,-2,-4%,?,-3%
CCOC1C(=O)NC(=O)N1Cc1ccccc1 (stereo not given),-3%,3%,7%,?,i,27,0%,4%,-7%

# Single records, from the list above.
# CCOC(=O)C1(Cc2ccc(Cl)cc2)CCN(CCCn2cccn2)CC1 is entered as SW480 rerep = 10%; HT1080 IDH1KD tx = -11%; HT1080NT lethal = -18%; KB-V1 cytotox = -2%; S2 tox = i; IL1B secr inh = -58*; MCF10A rerep = 15%; KB-3-1 tox = -5%; ATXN2 expr inh = -19%
# CCOC1C(=O)NC(=O)N1Cc1ccccc1 (stereo not given) is entered as SW480 rerep = -3%; HT1080 IDH1KD tx = 3%; HT1080NT lethal = 7%; KB-V1 cytotox = ?; S2 tox = i; IL1B secr inh = 27; MCF10A rerep = 0%; KB-3-1 tox = 4%; ATXN2 expr inh = -7%

# The main list resumes, repeating the 2 entries before the break.
SMILES,SW480 rerep,HT1080 IDH1KD tx,HT1080NT lethal,KB-V1 cytotox,S2 tox,IL1B secr inh,MCF10A rerep,KB-3-1 tox,ATXN2 expr inh
O=C(c1ccc(F)c(S(=O)(=O)N2CCOCC2)c1)N(CCc1ccccc1)Cc1ccccc1,-1%,-3%,-1%,?,i,-2,-4%,?,-3%
CCOC1C(=O)NC(=O)N1Cc1ccccc1 (stereo not given),-3%,3%,7%,?,i,27,0%,4%,-7%
c1cc2cn[nH]c2cc1NC1CCCCCC1,1%,14%,-17%,5%,i,7,3%,-4%,0%
COc1ccccc1Cc1nc(-c2cccnc2)no1,-7%,10%,9%,7%,i,?,6%,3%,/
CC(C)(C)NC(=O)CON=C1c2ccccc2-c2ccccc21,4%,-1%,-1%,16µM*,?,?,?,-3%,7%
COc1ccc(C(=O)CN2CCN(S(=O)(=O)c3cccc([N+](=O)[O-])c3)CC2)cc1,-2%,-7%,-1%,?,i,-8,-7%,1%,-2%[11.3 µM]
Cc1ccc(NC(=O)CSc2nnc3c(n2)[nH]c2ccccc23)cc1,-21%,3%,2%,-8%,i,20,-13%,1%,1%
Cc1ccc(C(=O)Nc2cc(=O)n(C)c(=O)n2C)cc1C,-4%,8%,1%,0%,i,14,3%,-2%,1%
O=C(CSc1nnc2c(Cl)cc(Cl)cn12)N1CCOCC1,-1%,-19%,2%,-12%,i,0,-3%,16%,9%
COc1ccc(CN2C[C@@H](CO)O[C@@H](n3cnc4c(NCCCO)ncnc43)C2)cc1,/,9%,3%,10%,i,49,/,?,13%
COc1ccccc1CC1S/C(=N/N=C/c2ccco2)NC1=O (stereo not given),?,-1%,-14%,?,i,11,17%,-1%,5%
Cc1ccc(NC(=S)c2ccncc2)cc1,?,-11%,-23%,-28%,i,5,5%,-19%,/
CSc1nc2sc3c(c2c(=S)[nH]1)CC(C)(C)OC3,2%,3%,-2%,4%,i,44,-9%,5%,4%
Cc1cc(C)nc(NS(=O)(=O)c2ccc(NC(=O)NC3CCCCC3)cc2)n1,-11%,2%,14%,9%,i,27,3%,-2%,4%
Cc1ccc(C2/C(=C(\O)c3c(C)nc4ccccn34)C(=O)C(=O)N2CCN(C)C)o1 (stereo not given),-2%[9.22 µM],0%,2%,0%,i,-6,?,-36%,?
Cc1cc(N)n(-c2nc(-c3cccnc3)nc3ccccc23)n1,16%,-11%,-4%,?,i,?,5%,4%,8%
COc1ccc(NC(=O)c2ccco2)cc1NC(=O)c1ccc(OC(C)C)cc1,/,/,/,9%,?,/,/,8%,9%
COc1ccc(C2NC(=S)NC(C)=C2C(=O)Nc2ccccn2)cc1 (stereo not given),3%,-20%,-7%,-14%,i,7,0%,?,52%[activator]
Cc1ccc(Oc2nnc(-c3ccccc3)cc2C#N)cc1,-6%,0%[9.24 µM],6%,-13%,?,24,-2%,13%,-5%
CCCCSc1nc2ccccc2[nH]1,-20%,17%,0%,-7%,i,-2,-11%,1%,43%[activator]
N#Cc1cc(NCC2CCCO2)c([N+](=O)[O-])cc1C#N (stereo not given),1%,10%,-4%,?,i,21,2%,6%,-11%
Cc1ccc(S(=O)(=O)c2cn(CC(=O)Nc3ccccc3)c3ccc(F)cc3c2=O)cc1,?,-5%,-7%,-8%,i,0,15%,-11%,-7%
COc1cc(C)ccc1NC(=O)Cc1csc(NC(=O)Nc2ccccc2OC)n1,-28%,?,?,?,?,3,?,?,?
Cc1cccc(N2CCN(C(=O)C3CCCN(C(=O)c4cc5sccc5n4C)C3)CC2)c1C (stereo not given),/,/,/,-15%,i,/,/,-6%,?
CCCCCCc1cc2cc(-c3nnc(-c4ccccc4O)o3)c(=O)oc2cc1O,2.3µM*,0%,-2%,13µM*,/,0,0.73µM*,?,?
COc1ccccc1C(=O)NNC(=S)Nc1ccccc1,2%,-8%,-1%,-26%,i,21,15%,0%,-2%
Cc1ccc(-c2csc3nc(C(C)C)oc(=O)c23)c(C)c1,-8%,14%,-7%,3%,i,18,0%,1%,/
Cc1ccccc1CN1C(=O)CS/C1=N/N=C/c1ccco1,2%,0%,-5%,-7%,i,-9,14%,?,-11%
Cc1cc(F)ccc1S(=O)(=O)N1CCCOC1CNC(=O)C(=O)NCCC1=CCCCC1 (stereo not given),1%,0%,0%,8%,i,6,0%,0%,-8%
O=C(Nc1ccc(NC(=O)c2ccccc2)nc1)c1ccncc1,10%,13%,-19%,-10%,i,12,-2%,3%,/
O=C(NCc1cccnc1)c1cccc(NS(=O)(=O)c2ccc(Br)cc2)c1,9.2µM*,3.3µM*,4.6µM*,-8%,i,42,0.65µM*,5.8µM*,-23%
COc1ccc([N+](=O)[O-])cc1NC(=O)C(C)N(C)Cc1ccc(Br)cc1 (stereo not given),-1%,-6%,0%,?,?,16,-4%,-3%,-9%
O=C(Nc1ccc2oc(=O)ccc2c1)c1ccc(-c2ccc(Cl)cc2)o1,-6%,10%,17%,26%,i,15,2%,12%,-6%
CCC(C(=O)NCc1ccccc1)n1ncn2c(cc3occc32)c1=O (stereo not given),/,/,/,-5%,i,/,/,8%,11%
CN(Cc1ccc(Cl)cc1Cl)C(=O)c1cccc(S(=O)(=O)N2CCN(c3ccccc3)CC2)c1,11%,-15%,-2%,?,i,?,1%,?,-22%
CCN(CCO)C(=O)c1ccc2nc(Cc3ccc(OC)cc3)oc2c1,0%,-1%,4%,-5%,i,10,-21%,-12%,-5%[2.22 µM]
CCOC(=O)C1=C(O)/C(=C/c2ccc(OCC(=O)O)c(OCC)c2)SC1=Nc1ccc(OC)cc1,3%,-1%,-11%,19%,i,-24,-1%,2%,34%[activator]
CN(C)S(=O)(=O)c1ccc(C(=O)Nc2cccc(C(=O)O)c2)cc1,-11%,1%[9.24 µM],11%,5%,i,0,9%,4%,-4%
Nc1ccc(N2CCCCC2)c(S(=O)(=O)Nc2ccc(Cl)cc2)c1,-14%,-1%,0%,?,i,-1,-2%,?,/
CC(=O)c1ccc(NC(=O)c2cc(Cl)nc3ccccc23)cc1,-3%,-9%,-1%,-1%,i,4,?,2%,1%
CC(Oc1ccc(-c2ccccc2)c(F)c1)c1ccn(S(=O)(=O)c2cccc3ccccc23)n1 (stereo not given),-2%,-13%,5%,-32%,i,13,?,0%,13%
